Arr AP2 block: inhibitors of beta-arrestin/AP2 binding, primary screen, biochemical, GPCR trafficking, flow cytometry; FITC-arrestin peptide / GST-AP2 beads; AP2 beta2 appendage carries R879A mutation; beta-arrestin 1 C-terminal peptide binding to AP2 beta2-adaptin appendage (human); AID 504490, 2011; inhibition, % at 10 µM; 340,000 tested, 0.31% active;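 active = inhibition above a set limit, near 3 SD of compounds lacking own fluorescence, cut at about 54% in these data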;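 also: plate controls were DMSO wells for no effect and 5 µM unlabelled arrestin peptide for full effect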
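system = GST-tagged AP2 beta2-adaptin appendage (R879A) on 4 µm glutathione beads | reagent = FITC-labelled arrestin peptide probe, 50 nM final | schedule = compound with beads 12 min RT, then probe 1 h RT | signal = HyperCyt-sampled flow cytometry, FL1 channel, ex 488/em 535 nm | read-out = percent response from loss of bead-bound FITC fluorescence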
PKA-R1A activ: activators of PKA-R1A holoenzyme, primary screen, biochemical, fluorescence polarization, Cy5-IP20, bovine R1A, mouse PKAc; PKA-R1A dissociation; scaled: DMSO 0%, 113 µM cGMP 100%; cAMP-dependent protein kinase type I-alpha regulatory subunit (Bos taurus) + …; 340,000 tested, 0.083% active; AID 504707, 2011; activation, % at 11.4 µM;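 active = percent activation above the mean of all tested compounds plus 3 SD, cut at about 19% in these data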;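 also: higher means more PKAc released from R1A so a rise in polarization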
E coli growth: E. coli V3065 growth inhibition, primary screen, counter-screen for AddAB inhibitor project, absorbance, OD600; inhibition, % at 11.9 µM; 330,000 tested, 0.27% active; 18 h;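 active = inhibition above the campaign's mean inhibition across all tested compounds plus 3 SD, cut at about 9.9% in these data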;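 also: uninfected addAB+ strain grown without phage in ampicillin broth; 0% = DMSO wells and 100% = ciprofloxacin 0.95 µg/ml wells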
AddAB inh: growth inhibition of E. coli expressing H. pylori AddAB, primary screen, AddAB inhibitor project, absorbance | inhibition, % at 11.9 µM | 330,000 tested, 0.29% active | AID 435030, 2010; in the data active = inhibition above about 12%;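 also: 0% = vehicle wells of infected cells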
SUMO Mot1 rescue: yeast Mot1-301 growth rescue at high temperature, primary screen, SUMOylation pathway inhibitor project, S. cerevisiae, ATP luminescence, 38.5C | S. cerevisiae Mot1-301 growth rescue; percent above DMSO median, 100 means doubled | growth rescue, % at 18.8 µM | 320,000 tested, 1% active;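 active = every valid replicate shows activation above 250% relative to neutral control wells; inactive = the rest, any valid replicate at or below 250%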;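 also: OY570 slx delta 5 strain wells were the positive control but not used for scaling; some compounds called inactive have numbers as strong as hits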
Tat transport: E. coli Tat export inhibitors, primary screen, MC4100, TorA-mCherry reporter, fluorescence, single point. inhibition, % at 10 µM. 340,000 tested, 0.036% active;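 active = mean replicate inhibition at least 50% and at least half of replicates individually reaching 50%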;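 also: exported cargo escapes ClpAP degradation while cytoplasmic cargo is degraded and loses fluorescence; 0% = median of neutral control wells and 100% = median of NaSCN control wells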
Pemphigus Ab inh: inhibitors of pemphigus antibody binding to DSG3, primary screen, biochemical, bead-based, flow cytometry, scFv-GFP | Desmoglein-3 (Homo sapiens), P32926 | DSG3-coupled beads, scFv-anti-DSG3-GFP binding; stronger effect = lower value | binding (percent of control), % at 10 µM | 310,000 tested, 0.48% active | AID 588358, 2011;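 active = binding more than 3 SD below its plate's average and above zero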;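 also: hits lower antibody fragment binding to DSG3; some compounds called inactive have numbers as strong as hits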
OPRM1-OPRD1 inv: inverse agonists of MOR-DOR heterodimerization, primary screen, cell-based, luminescence | cell-based MOR-DOR heterodimer luminescence, inverse agonism | inhibition, % at 9.3 µM | 340,000 tested, 0.21% active | AID 504357, 2011; in the data active = inhibition above about 22%, passing the limit was not always enough;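 also: 0% = cells with DMSO and 100% = wells without cells with DMSO; values of inactives mirror those of a sister screen read the other way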
Target sequence (P35372 whole entry, looked up): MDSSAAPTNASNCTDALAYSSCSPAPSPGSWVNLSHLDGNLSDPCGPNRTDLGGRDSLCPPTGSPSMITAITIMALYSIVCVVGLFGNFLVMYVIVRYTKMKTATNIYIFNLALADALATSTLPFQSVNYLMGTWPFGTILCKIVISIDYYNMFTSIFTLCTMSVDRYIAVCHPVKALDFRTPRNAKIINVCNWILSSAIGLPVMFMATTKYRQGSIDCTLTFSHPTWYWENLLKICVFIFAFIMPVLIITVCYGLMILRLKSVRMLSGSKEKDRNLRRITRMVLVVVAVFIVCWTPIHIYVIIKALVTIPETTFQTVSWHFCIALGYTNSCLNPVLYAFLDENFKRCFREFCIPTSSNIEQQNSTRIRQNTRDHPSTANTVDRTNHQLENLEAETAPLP
Target sequence (P41143 whole entry, looked up): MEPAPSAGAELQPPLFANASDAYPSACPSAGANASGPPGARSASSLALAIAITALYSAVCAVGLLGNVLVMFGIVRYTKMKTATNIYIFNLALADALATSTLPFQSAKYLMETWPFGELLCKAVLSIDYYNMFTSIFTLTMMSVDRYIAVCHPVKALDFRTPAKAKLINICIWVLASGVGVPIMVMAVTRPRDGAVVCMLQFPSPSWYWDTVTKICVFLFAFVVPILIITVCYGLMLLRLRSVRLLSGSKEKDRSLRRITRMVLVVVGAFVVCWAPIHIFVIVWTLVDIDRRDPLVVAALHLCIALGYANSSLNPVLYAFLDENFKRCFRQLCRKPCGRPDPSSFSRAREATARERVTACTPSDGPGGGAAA
phage Ecoli inh: growth loss of phage-infected E. coli, primary screen, RecBCD inhibitor project, absorbance, with phage, HTS; inhibition, % at 11.9 µM; 360,000 tested, 0.26% active; in the data active = inhibition above about 11%
OPRM1-OPRD1 ag: agonists of OPRM1-OPRD1 heterodimerization, primary screen, cell-based, luminescence | Mu-type opioid receptor (Homo sapiens) + Delta-type opioid receptor (Homo sapiens), … | cells | activation, % at 9.3 µM | 340,000 tested, 0.3% active; in the data active = activation above about 18%;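 also: 0% = vehicle-treated cells and 100% = reference agonist; values of inactives mirror those of a sister screen read the other way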
PfHsp90 set2: growth inhibition of PfHsp90-expressing yeast, primary screen, antimalarial PfHsp90 inhibitor project, S. cerevisiae, BacTiter-Glo luminescence, single point, set 2; inhibition, % at 9.4 µM; BacTiter-Glo ATP, 48 h; yeast lacking PDR1 and PDR3 efflux regulators; 310,000 tested, 0.32% active;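 active = every replicate shows inhibition above about 80%, whatever the replicate mean, limit read from the data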;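 also: 0% = DMSO neutral controls and 100% = 20 µM radicicol positive controls; yeast relying on Plasmodium falciparum Hsp90 in place of its own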
* = called active by the depositor; . = not tested or not shown.

SMILES	Arr AP2 block	PKA-R1A activ	E coli growth	AddAB inh	SUMO Mot1 rescue	Tat transport	Pemphigus Ab inh	OPRM1-OPRD1 inv	phage Ecoli inh	OPRM1-OPRD1 ag	PfHsp90 set2
CC(C)(C)OC(=O)N1Cc2ccccc2C[C@H]1C(=O)NCC(=O)NCC1CCCO1 (stereo partly drawn)	7.3	6.6	-1.8	4.1	6.7	0.6	99.6	-5.9	2.1	1.1	-3.4
CC1CC(=O)N(CC(=O)Nc2ccc3c(c2)OCO3)c2ccccc2S1 (stereo not drawn)	26.8	-8.0	0.8	-0.2	100.9	-6.4	98.3	-2.5	2.1	0.5	19.1
O=C(Nc1c(C(=O)N2CCCCC2)cnn1-c1ccccc1)c1ccccc1	-1.1	-13.6	-0.9	0.6	-5.9	-11.4	104.7	1.3	4.3	-0.2	-10.9
O=C(COC(=O)c1ccccc1)NC(=O)NC1CCCC1	-1.3	3.3	.	.	.	-6.2	96.0	-1.3	3.2	0.2	.
COc1cccc(/C=C/c2[nH]c(=O)[nH]c(=O)c2[N+](=O)[O-])c1O	11.5	6.9	1.2	1.8	-7.0	3.3	86.4	14.4	2.0	-2.5	12.7
Cc1cc([N+](=O)[O-])c2[nH]c(C(=O)N/N=C/c3ccccc3C(=O)O)c(-c3ccccc3)c2c1	-7.2	-9.2	.	.	.	1.7	100.7	11.2	3.4	-2.1	22.1
CCOC(=O)c1sc(=NC(=O)c2ccc(F)cc2)n(C)c1C	4.3	6.9	-0.2	3.2	-14.9	-5.8	97.6	4.5	3.2	-0.9	19.4
COc1ccccc1NC(=O)COc1ccc(Br)cc1CNCCCN1CCOCC1	-1.5	-0.2	-2.2	-1.4	155.1	3.8	95.8	7.2	2.7	-1.4	-4.9
COc1ccc(-n2c(C)cc(C(=O)COC(=O)Cn3cnc4ccccc43)c2C)cc1	-6.4	-12.2	4.9	6.5	6.3	0.7	.	-14.6	5.3	2.9	-13.3
N#Cc1nc(-c2ccccc2)oc1NCc1ccco1	0.6	2.0	1.1	1.4	3.7	-8.7	102.4	-0.6	2.5	0.1	-48.9
CCOC(=O)N1CCN(C(=O)COC(=O)c2ccc([N+](=O)[O-])cc2Cl)CC1	-7.3	5.1	.	.	.	-3.5	99.6	-28.3	4.8	4.5	.
CCn1c(SCc2ccccc2)nc2cc(S(N)(=O)=O)ccc21	-8.9	5.1	-1.1	5.1	-13.4	-0.3	.	1.4	-0.6	-0.2	-8.6
CCOc1ccc(NC(=O)CCC(=O)c2ccc(-c3ccccc3)cc2)cc1	-2.6	7.4	-1.4	2.8	-10.2	-1.8	100.6	-12.0	1.3	2.0	7.1
O=C(NC1CCCCC1)c1cc(-c2cccc(Cl)c2)on1	-8.5	-6.2	-0.6	4.2	-1.2	-3.8	71.9	-0.9	1.0	0.1	22.8
CC(C)(C)NC(=O)N1CCN(c2nc(-c3ccccc3)ns2)CC1	35.5	-8.2	-0.8	1.6	48.4	7.3	110.1	4.3	1.7	-0.9	5.9
Cc1cc(C)c2cc3c(N)c(C(=O)N4CCc5ccccc5C4)sc3nc2c1	36.2	-4.9	-1.7	-1.6	-13.3	-7.4	99.7	10.7	0.4	-1.8	-10.0
CCOc1ccc(C(=O)N2CCCC2)cc1	12.5	-14.5	3.2	1.2	12.6	-0.3	102.4	14.7	1.8	-2.6	4.2
CCc1nc(SCC(=O)Nc2nc3c(s2)CCCC3)c2ccccc2n1	12.8	-6.1	-2.6	0.2	13.4	3.1	.	-11.1	5.5	2.2	0.8
CN1CC(c2ccccn2)C2(SC(=S)N(Cc3ccccc3)C2=O)C12C(=O)Nc1ccccc12 (stereo not drawn)	-3.1	9.6	-0.6	2.5	69.8	-4.6	105.1	0.2	3.3	0.0	.
Cc1c(C(=O)N2CCOCC2)oc2ccc(Br)cc12	-5.2	-4.8	0.3	-0.7	2.3	-1.1	108.7	12.0	1.9	-2.3	24.7
Cc1ccc(CNc2nc(C)c(C(=O)N(C)C)s2)cc1	4.0	-4.1	-1.4	2.7	-6.3	7.7	.	-7.0	2.4	0.9	-61.5
Cc1cc(C)c(C)c(S(=O)(=O)Nc2cccc(-n3cnnn3)c2)c1C	2.6	2.0	0.1	1.3	3.0	-9.7	98.6	-17.8	1.2	3.6	13.4
Cc1nn(C(C)C(=O)NC(C)CCc2ccccc2)c(=O)c2cc3occc3n12 (stereo not drawn)	-13.6	4.8	-1.4	0.2	3.1	10.6	99.1	7.6	0.2	-1.5	16.5
O=C(Nc1ccccc1[N+](=O)[O-])c1cc2ccccc2nc1Cl	-26.9	5.0	0.5	6.1	-14.9	-7.0	92.5	-63.5	0.9	11.6	-22.1
CC(=O)Nc1cc(C(=O)N2CCCC2)ccc1S(=O)(=O)c1ccc(Cl)cc1	8.8	-2.3	1.3	0.7	-1.1	-4.9	104.9	1.2	3.4	-0.2	.
Cc1cc(C(=O)O)cc(S(=O)(=O)N2CCOCC2)c1C	1.2	-2.0	1.2	1.7	-5.2	-3.1	100.9	20.8	2.3	-3.9	10.1
CCCCN1CN(S(=O)(=O)c2ccc(OC)cc2)c2nc3ccccc3nc21	15.0	-11.7	-0.6	1.3	-6.9	-7.7	103.2	0.9	2.2	-0.2	-30.9
NNC(=O)CN(CCc1ccccc1)S(=O)(=O)c1ccc(Cl)cc1	2.7	-8.5	1.6	-1.9	-26.4	3.3	102.8	3.2	3.7	-0.6	-8.3
O=C(NCc1ccco1)/C(=C\c1ccc(F)cc1)NC(=O)c1ccco1	12.9	-2.2	-1.8	-2.3	188.3	-3.2	97.0	9.7	-1.1	-1.5	-17.7
COc1ccc(S(=O)(=O)NC(C)C(=O)N2CCCCCC2)cc1 (stereo not drawn)	0.9	-7.9	1.1	-0.4	-32.2	-3.5	93.7	5.1	2.4	-1.1	-12.7
CN(C)c1ccc(-c2cc3ccccc3c(=O)o2)cc1	7.7	0.2	0.2	1.7	1.8	-2.2	109.4	-6.2	2.4	1.2	-14.7
COc1ccccc1N(C)S(=O)(=O)c1ccc(C(=O)Nc2cccc(Br)c2)cc1	-2.1	-4.6	3.2	-1.3	-5.4	7.2	144.6	-3.3	3.3	0.6	-1.6
O=C(NCCSc1c[nH]c2ccccc12)C1CC1	3.8	-9.2	1.8	0.5	8.5	4.3	105.8	-6.4	4.3	1.1	-1.8
COc1ccccc1N1CCN(C(=O)c2cc3n(n2)C(C(F)(F)F)CC(c2ccco2)N3)CC1 (stereo not drawn)	10.2	2.2	-0.8	1.1	1.2	0.0	104.4	-8.0	0.1	1.4	-2.5
CC(=O)Nc1nc(SCc2ccc(Cl)cc2Cl)n[nH]1	-0.3	12.0	0.5	-0.2	-2.2	2.7	96.4	-1.8	2.9	0.4	-19.7
C[C@@H]1[C@H]2CCCC[C@H]2CN(C(=O)OC(C)(C)C)[C@@H]1CC(=O)c1ccccc1	-3.0	4.1	-0.9	-0.6	.	13.7	297.8	-11.3	0.7	2.5	5.7
O=C(c1cccc(COc2cccc3ccccc23)c1)N1CCCC1	-2.0	-8.1	-2.7	1.2	9.8	10.6	104.8	-8.4	2.6	1.4	.
Oc1cccc(/C=N/Nc2cc(N3CCCC3)nc(N3CCCC3)n2)c1	7.7	-5.9	0.3	-1.0	0.6	3.3	108.9	-40.7	2.0	6.8	5.8
Cc1ccccc1/C=N/NC(=O)c1ccc(-n2cnnn2)cc1	-11.3	-8.1	1.6	0.1	1.1	0.4	99.6	2.0	2.0	-0.5	-2.3
CC(C)(C)c1ccc(C(=O)CCCSC2=C(C#N)C(c3ccco3)C3=C(CCCC3=O)N2)cc1 (stereo not drawn)	8.0	-8.8	-2.6	-0.6	-7.3	-8.3	93.7	15.3	3.1	-2.9	-4.1
O=C(CSc1nnc(-c2ccncc2)o1)Oc1ccccc1	-6.8	-1.2	-0.2	1.6	17.9	-1.2	.	3.4	2.5	-0.7	-23.4
CCc1cc(=O)oc2c(C)c(OCC(=O)N3CC[C@@]4(O)CCCC[C@H]4C3)ccc12	-2.7	-9.2	-1.0	5.2	-5.6	-2.4	102.5	13.6	2.3	-2.7	-11.2
Cc1cc(NC(=O)Cc2csc(-c3ccccc3)n2)ccc1Br	19.1	-8.4	-1.3	5.7	-7.6	-4.4	96.7	-19.6	2.8	3.7	-9.4
O=S(=O)(Nc1ccc(OC(F)(F)F)cc1)c1cccc2nonc12	-0.4	-4.1	0.5	1.0	3.5	-5.1	107.6	14.4	1.6	-2.7	-6.0
CCOc1ccc(Oc2ccc(NC(=O)CSc3nncn3C)cc2)cc1	-3.9	-0.2	.	.	.	0.2	105.6	5.0	4.9	-1.0	.
COc1ccc(C(=O)NCCCN2CCCC2=O)cc1	7.9	-3.0	0.0	1.6	-5.4	5.5	87.9	13.8	1.4	-2.4	19.3
CC(C)(C)N1CC2(c3ccccc3)CN(C(C)(C)C)CC(c3ccccc3)(C1)C2=O	-5.7	2.9	-3.8	-0.7	17.8	0.8	.	17.0	3.2	-3.1	-5.2
O=C(Nc1cccc(NC(=O)c2ccco2)c1)c1cccc(Br)c1	23.5	-7.2	-0.8	3.0	-4.2	3.9	108.0	13.7	1.2	-2.6	-8.8

Structural class: the entries above containing fluorine (4)
SMILES	Arr AP2 block	PKA-R1A activ	E coli growth	AddAB inh	SUMO Mot1 rescue	Tat transport	Pemphigus Ab inh	OPRM1-OPRD1 inv	phage Ecoli inh	OPRM1-OPRD1 ag	PfHsp90 set2
CCOC(=O)c1sc(=NC(=O)c2ccc(F)cc2)n(C)c1C	4.3	6.9	-0.2	3.2	-14.9	-5.8	97.6	4.5	3.2	-0.9	19.4
O=C(NCc1ccco1)/C(=C\c1ccc(F)cc1)NC(=O)c1ccco1	12.9	-2.2	-1.8	-2.3	188.3	-3.2	97.0	9.7	-1.1	-1.5	-17.7
COc1ccccc1N1CCN(C(=O)c2cc3n(n2)C(C(F)(F)F)CC(c2ccco2)N3)CC1 (stereo not drawn)	10.2	2.2	-0.8	1.1	1.2	0.0	104.4	-8.0	0.1	1.4	-2.5
O=S(=O)(Nc1ccc(OC(F)(F)F)cc1)c1cccc2nonc12	-0.4	-4.1	0.5	1.0	3.5	-5.1	107.6	14.4	1.6	-2.7	-6.0

Screening data (PubChem BioAssay)
